# High-throughput results: PubChem, Sanford-Burnham Center for Chemical Genomics
# MKP-3 inhibition: inhibition of rat DUSP6 enzyme activity – biochemical, in vitro, primary screen (AID 425); recombinant MKP-3 phosphatase activity, fluorescence; higher % means a stronger effect; inhibition, % at 20 µM, or IC50 in µM where a hit was titrated; 110,000 tested, 0.17% active; in the data active = inhibition above about 50%;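 note: plate controls were vehicle for no effect and reference inhibitor for full effect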
# Hsp70 displacement: Hsp70 inhibitors, probe displacement, primary screen, biochemical, fluorescence polarization (AID 583); Hsp70 fluorescence polarization probe displacement, mP; higher % means a stronger effect; displacement, % at 20 µM, or IC50 in µM where a hit was titrated; 140,000 tested, 0.06% active; in the data active = displacement above about 50%;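 note: plate controls were vehicle for no effect and reference ligand for full effect; a part of the inactive calls stands beside numbers as strong as those of hits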
# Starred values were filed as active, the others as inactive; nt = not tested or not shown; & = joins results of further samples.
compound,MKP-3 inhibition,Hsp70 displacement
Cc1cc(Cl)ccc1OC(C)C(=O)NCCc1ccccc1 (configuration not stated),0.2%,6.4%
COc1ccc(S(=O)(=O)N2CCN(S(=O)(=O)c3ccc4c(c3)OCCO4)CC2)cc1C,-4.0%,nt
COc1cc(C(=O)Nc2nccs2)c(Br)c(OC)c1OC,-16.7%,-4.6%
Cc1cc2cc(CCNC(=O)CC(C)(C)C)c(=O)[nH]c2cc1C,-1.3%,-0.8%
COc1cc(OC)c(C2C(C#N)=C(N)OC3=C2C(=O)CC(C)C3)cc1OC (configuration not stated),-10.7%,-0.4%
O=C(NC12CCC(O)C(SC1)/C2=N/O)c1ccccc1 (configuration not stated),-1.5%&-5.0%,-1.0%&2.7%
COc1ccc(NC(=O)C2CC(c3ccc(OC)c(OC)c3)=NO2)cc1OC (configuration not stated),-1.7%,4.8%
C=CCN1C(=O)C(Cc2ccc(OC)cc2)S/C1=N\N=C\c1cccs1 (configuration not stated),-0.9%,0.4%&-2.0%
O=C(CSc1nnnn1-c1ccccc1)Nc1ncc2c(n1)CC(c1ccco1)CC2=O (configuration not stated),-16.9%,-1.6%
Cc1nc(NCc2ccc3c(c2)OCO3)c2nnn(Cc3ccccc3)c2n1,2.1%,-3.0%
COc1ccc(-n2c(COc3cccc4ccccc34)nnc2SCC(=O)NCc2ccco2)cc1,nt,3.5%
O=C(Nc1ccc2nc(-c3ccco3)[nH]c2c1)c1cccs1,-10.4%,-0.8%
Cc1ccc(C(=O)Oc2ccc(NS(=O)(=O)c3cc(C)ccc3C)cc2)cc1,-2.7%,-3.4%
CN(C)c1ccc(/C=N/OC(=O)Nc2ccccc2)cc1,-3.2%,1.5%
O=C(Nc1ncccn1)C1CCCN1S(=O)(=O)c1ccc(Cl)c(Cl)c1 (configuration not stated),0.7%,-1.6%
Cc1cccc(C)c1NC(=O)c1ccc(CN2CCOCC2)cc1,1.2%,2.6%
COc1ccc(N/C(C)=C/C(=O)c2ccc(Cl)cc2)c(OC)c1,1.4%,-3.3%
CCn1c(CNC(=O)c2ccco2)nnc1SCC(=O)Nc1cc(C(F)(F)F)ccc1Cl,0.4%,3.8%
COC(=O)c1ccccc1NC(=O)CN(c1ccc(Br)cc1)S(C)(=O)=O,-0.2%,1.6%
COCCn1c(-c2ccccc2)cnc1N,nt,-1.2%
CCCOc1ccc(-c2nc(OCC)c3ccccc3n2)cc1,nt,5.6%
O=C1CCCN1CP(=O)(O)CN1CCCC1=O,0.0%,2.0%
CCCC(=O)Nc1nn(C)c2nc3c(C)cccc3cc12,8.2%,-1.1%
Nc1ccc2c(c1)C(=O)N(c1ccccc1)C2=O,-2.6%,8.5%
O=C(NC1CCCCC1)C1CC=CCC1C(=O)OCC(Cl)=C(Cl)Cl (configuration not stated),nt,-0.6%
CCCn1cnc2c(c1=O)c1nc3ccccc3nc1n2CCC1=CCCCC1,-2.2%,3.3%
N=c1c[n+](-c2ccc(Cl)cc2)[n-]o1,-8.2%,-1.7%
O=C(NC(Cc1c[nH]c2ccccc12)C(=O)O)c1ccccc1 (configuration not stated),-13.4%,-1.0%
Cc1ccc(SCc2cc(=O)[nH]c(N3CCCCC3)n2)cc1,-16.5%,-7.2%
O=C(CCCN1CC=C(n2c(=O)[nH]c3ccccc32)CC1)c1ccc(F)cc1,-15.2%,0.3%
CC(C)Oc1ccc(CN(C)C)cc1CN(C)C,-1.7%,0.7%
CCOc1ccc(S(=O)(=O)n2cnc3cc(C)c(C)cc32)cc1,-14.7%,5.3%
COCCCn1c2nc3ccccc3nc2c2c(=O)n(CC3CCCO3)cnc21 (configuration not stated),5.1%,0.4%
Cc1ccc2c(c1)NC(=O)C(CC(=O)NCCCN1CCCC1)O2 (configuration not stated),-1.4%,1.4%
CCOC(=O)C1=C(Cc2ccc(OC)cc2)C(=O)c2ccccc2C1=O,nt,1.9%
CC(=O)Cc1nsc(NC(=O)c2ccc(-c3cccc(C(F)(F)F)c3)o2)n1,-3.9%,2.9%
CCCc1cc(C(N)=O)c(NC(=O)c2ccco2)s1,2.5%,-4.5%
O=C(COc1ccccc1)NCc1ccc2c(c1)OCO2,-12.7%,0.5%
O=C(COc1ccccc1)NCCCN1CCOCC1,1.7%,6.4%
C=CCn1c(-c2cc(OC)cc(OC)c2)n[nH]c1=S,-11.5%,0.6%
Cc1cc(C(F)(F)F)c2c(C)nn(CCc3nn[nH]n3)c2n1,-11.9%,2.2%
CCOc1ccc2oc(=O)cc(C)c2c1,1.7%,0.4%&-2.6%
CC(C)C(=O)Nc1sc2c(c1C#N)CCCCC2,nt,1.1%
O=C(/C=C/c1ccc(-c2cccc([N+](=O)[O-])c2)o1)c1ccco1,-2.5%,-0.1%
O=C1CC(N2CCC(O)(c3ccc(Cl)cc3)CC2)C(=O)N1Cc1ccc(N2CCCC2=O)cc1 (configuration not stated),0.0%,3.1%
O=C1NN(c2ccccc2)C(=O)/C1=C\c1cccc(OC(=O)c2cccs2)c1,nt,5.2%
O=C(Cc1ccc2c(c1)OCCO2)c1c(O)cc(O)cc1O,1.3%,1.7%
CC1CCCCN1C(=O)Cn1c(=O)n(C2CCCCC2)c(=O)c2ccccc21 (configuration not stated),0.0%,4.1%
Cc1nc2cc(-c3cccc(Cl)c3)nn2c(C)c1Cl,1.2%,1.8%
CC1(C)CC(=O)C(C=NCCN2CCN(CCCCS(=O)(=O)O)CC2)=C(O)C1,-9.8%,2.6%
Cc1cc(C)nc(N2CCC(C(=O)NCc3ccco3)CC2)n1,-2.9%,0.7%
COc1c(C)cc(Br)cc1C(=O)Nc1cccc(-c2nc3ncccc3o2)c1,2.9%,-1.5%
CCOC(=O)C1=C(C)NC(C)=C(C(=O)OC)C1c1ccc(Cl)cc1 (configuration not stated),2.6%,2.3%
C=CCNC(=O)CN(c1cccc(OC)c1)S(=O)(=O)c1ccccc1,0.3%,0.0%
CC1=C(C(=O)Nc2ccccc2)C(c2ccncc2)n2nnnc2N1 (configuration not stated),-1.6%,-1.4%
Cn1c(SCCS(=O)(=O)c2ccc(Cl)cc2)nnc1-c1ccccc1,-5.4%,2.3%
Cc1ccc(CN2C(=O)CSC2c2cn(-c3ccccc3)nc2-c2ccccc2)cc1 (configuration not stated),-2.3%,5.2%
CC1CCCN(C(=O)c2cc(F)c(F)cc2Cl)C1 (configuration not stated),-2.1%,-0.5%
CCOC(=O)Oc1ccc2oc(=O)cc(C)c2c1,3.5%&-2.9%,2.5%&-6.7%
COc1ccc(CCN2CC3=C(C2=O)C(c2ccccc2)NC(=O)N3C)cc1OC (configuration not stated),2.5%,3.4%

# Four of these compounds, reformatted:
MKP-3 inhibition	Hsp70 displacement	SMILES
0.7%	-1.6%	O=C(Nc1ncccn1)C1CCCN1S(=O)(=O)c1ccc(Cl)c(Cl)c1 (configuration not stated)
-2.7%	-3.4%	Cc1ccc(C(=O)Oc2ccc(NS(=O)(=O)c3cc(C)ccc3C)cc2)cc1
-16.9%	-1.6%	O=C(CSc1nnnn1-c1ccccc1)Nc1ncc2c(n1)CC(c1ccco1)CC2=O (configuration not stated)
1.4%	-3.3%	COc1ccc(N/C(C)=C/C(=O)c2ccc(Cl)cc2)c(OC)c1

# Carrying on:
mol | MKP-3 inhibition | Hsp70 displacement
Cc1cc(C)nc(-n2nc(C)c3c(C(F)(F)F)cc(=O)[nH]c32)n1 | nt | -0.9%
O=C(O)c1c2c(nc3ccc(S(=O)(=O)N4CCC(C(=O)NC5CCCC5)CC4)cc13)CCCCC2 | 5.1% | 5.3%
CCN(CCNC(=O)C1CCCN(S(=O)(=O)c2cnc[nH]2)C1)c1ccccc1 (configuration not stated) | 1.6% | -3.6%
Cc1ccc(OC(=O)c2ccc(C)c(C)c2)cn1 | 1.7% | -5.7%
CCOC(=O)C1CCN(Cc2ccc(N(C)C)cc2)CC1 | 1.5% | 5.4%
CCC(C)N1CCN(S(=O)(=O)c2ccccc2)CC1 (configuration not stated) | 0.7% | 1.7%
COc1ccc(S(=O)(=O)Nc2ccc(Oc3ccccc3)cc2)cc1OC | 1.2% | 1.3%
O=C(NCc1ccco1)C1(c2ccc(Br)cc2)CCCC1 | nt | 1.2%
Cc1ccc(-c2nc(COC(=O)c3c(C)noc3C)cs2)cc1 | 1.8% | -1.1%
Nc1nnc(SCC(=O)NC2CCCCC2)n1-c1ccccc1 | -10.6% | -2.1%
CCOC(=O)C(CC(C)C)NC(=O)CCN1C(=O)c2ccccc2C1=O (configuration not stated) | 0.1% | -1.6%
CCN(CC)C(=O)c1sc(NC(=O)C(C)(C)C)c(C(=O)OC)c1C | 2.2% | nt
COc1ccc(C(=O)N(Cc2nc(-c3ccc(C)cc3)no2)C(C)C)cc1OC | -3.8% | -9.9%
CCCCN(CC)CCNC(=O)Cn1cnc2sc(C)c(S(=O)(=O)N3CCOCC3)c2c1=O | 10.2% | 0.2%
CCN(CC)c1ccc(N2C(=O)/C(=C/c3ccc(OC)c(OC)c3)SC2=S)cc1 | 0.1% | 1.3%
O=C(Nc1ccccc1)c1ccc(NS(=O)(=O)c2ccccc2)cc1 | 1.2% | 4.9%
COc1cc(NC(=O)COc2ccc([N+](=O)[O-])cc2)ccc1NC(=O)c1ccco1 | 14.7% | 1.5%
CCCCNS(=O)(=O)c1ccc(OC)c(C)c1 | nt | -3.1%
CCOC(=O)c1ccc(N2C(=O)CC(Sc3nc4ccc(OCC)cc4s3)C2=O)cc1 (configuration not stated) | 0.3% | 3.7%
CCc1oc2ccccc2c1C(=O)c1cc(Br)c(O)c(Br)c1 | 12.0% | 7.6%
Cn1nc(-c2ccccc2F)c2cc(C(=O)Nc3ccc4c(c3)OCCO4)sc21 | nt | -3.8%
COc1ccc(-c2cc(C(=O)O)[nH]n2)cc1OC | -6.5% | 4.6%
COc1cccc(C2Nc3cc(C)c(C)cc3NC3=C2C(=O)CC(C)(C)C3)c1OC (configuration not stated) | 1.3% | -4.1%
COc1ccc(Cl)cc1NC(=O)CN(C)C(C)C(=O)NCC1CCCCC1 (configuration not stated) | 0.1% | -4.3%
O=C(NC1CCCC1)c1nc2c(nnn2Cc2cccc(Cl)c2)c(=O)[nH]1 | -11.6% | -3.5%
COc1ccc(NS(=O)(=O)c2cc(C(=O)Nc3ccccc3C)ccc2C)cc1 | 1.0% | -5.9%
COc1ccc(-c2cc(-c3ccc(OC)cc3)[nH]n2)cc1 | -1.5% | -1.2%
O=C(Nc1ccc(F)cc1)c1ccccc1 | -1.8% | 1.8%&-0.9%
O=C(NN1C(=O)C2CCCCC2C1=O)c1ccc(O)cc1 (configuration not stated) | 0.3% | -5.0%
O=C(CCC1CCCCC1)Nc1ccccc1O | 8.5% | 0.5%
O=C(NCCCN1CCCCCC1)C1CC(=O)N(CCc2ccccc2)C1 (configuration not stated) | -4.2% | -58.9%
COc1ccc(C(=O)Nc2ccc(S(=O)(=O)Nc3onc(C)c3C)cc2)cc1OC | -7.7% | 7.7%
COc1ccc(C(O)c2nc3ccccc3s2)cc1 (configuration not stated) | 5.8%&1.6% | 2.2%&4.6%
Cc1ccc(N=Nc2cc(-c3ccccc3)sc2O)c(C)c1 | 2.9% | -1.9%
Clc1ccc(Cl)c(-c2nnc(-c3ccc4c(c3)OCO4)o2)c1 | 3.0% | 2.5%
Cc1ccccc1OCC(=O)N/N=C/c1cccn1C | nt | 6.5%
O=C(NCc1ccc2c(c1)OCO2)c1cc2ccccc2oc1=O | nt | -3.6%
COc1ccc(C)cc1NC(=O)c1cc(Cl)ccc1OC | 3.5% | 1.1%
COC(=O)c1cc(-c2cccc([N+](=O)[O-])c2)nc2ccccc12 | 1.0% | 1.0%
COc1cccc(OC)c1C(=O)Nc1ncn[nH]1 | -3.1% | 1.9%
CCCN(CCC)C(=O)c1ccccc1Br | -1.4% | 4.3%
C=CCSc1nc2sc(C)c(C)c2c(=O)[nH]1 | -6.9% | -3.5%
O=C(Cc1cccs1)Nc1ccc(Cl)cc1 | 1.6% | 0.4%
O=C(Nc1cccc(-c2nc3ncccc3o2)c1)c1ccc(Br)o1 | -0.8% | 5.7%
O=C(Nc1ccccc1F)c1ccccc1[N+](=O)[O-] | 3.7% | -1.8%
CCOC(=O)c1ccc(NC(=O)CCN2C(=O)S/C(=C/c3ccc(OC)c(OC)c3)C2=O)cc1 | 3.2% | 0.1%
CCCC(C(=O)O)N1C(=O)/C(=C/c2cccc(O)c2)SC1=S (configuration not stated) | 0.1% | -1.6%
CN(C)CCCNCCCNC(=O)/C=N/O | nt | 6.2%
CCn1c(SCC(=O)c2ccccc2)nc2sc3c(c2c1=O)CC(C)(C)OC3 | 0.8% | -4.8%
O=C(NC(=S)Nc1cccc(Cl)c1)c1ccco1 | 4.4% | -2.5%
COc1ccc(-c2oc3ncnc(NCCCN4CCOCC4)c3c2-c2ccc(OC)cc2)cc1 | -3.7% | -0.8%
CC1=CC(C)(C)Nc2ccc(OC(=O)CN3C(=O)c4ccccc4C3=O)cc21 | -0.2% | 2.9%
O=C(Nc1cccc([N+](=O)[O-])c1)c1ccc2c(c1)C(=O)N(N1C(=O)c3ccccc3C1=O)C2=O | 2.1% | 0.4%

# Molecules shown so far that contain a COOH group, in the order listed:
mol | MKP-3 inhibition | Hsp70 displacement
O=C(NC(Cc1c[nH]c2ccccc12)C(=O)O)c1ccccc1 (configuration not stated) | -13.4% | -1.0%
O=C(O)c1c2c(nc3ccc(S(=O)(=O)N4CCC(C(=O)NC5CCCC5)CC4)cc13)CCCCC2 | 5.1% | 5.3%
COc1ccc(-c2cc(C(=O)O)[nH]n2)cc1OC | -6.5% | 4.6%
CCCC(C(=O)O)N1C(=O)/C(=C/c2cccc(O)c2)SC1=S (configuration not stated) | 0.1% | -1.6%

# The list is partial, so the mix of outcomes need not match the whole.
